GLD-1 TGE inh: GLD-1-TGE RNA interaction inhibition (C. elegans). purified GLD-1 + fluorescein TGE RNA, fluorescence polarization. Q17339. inhibition, % at 5.96 µM. AID 2280. 0.44% of 320,000 active;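 active means percent inhibition above a per-plate cutoff, the plate mean of test compounds plus 3 SD, cut at about 30% in these data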;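 further: 0% = DMSO wells with GLD-1 and probe and 100% = wells lacking GLD-1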
Target sequence (Q17339 whole entry, looked up): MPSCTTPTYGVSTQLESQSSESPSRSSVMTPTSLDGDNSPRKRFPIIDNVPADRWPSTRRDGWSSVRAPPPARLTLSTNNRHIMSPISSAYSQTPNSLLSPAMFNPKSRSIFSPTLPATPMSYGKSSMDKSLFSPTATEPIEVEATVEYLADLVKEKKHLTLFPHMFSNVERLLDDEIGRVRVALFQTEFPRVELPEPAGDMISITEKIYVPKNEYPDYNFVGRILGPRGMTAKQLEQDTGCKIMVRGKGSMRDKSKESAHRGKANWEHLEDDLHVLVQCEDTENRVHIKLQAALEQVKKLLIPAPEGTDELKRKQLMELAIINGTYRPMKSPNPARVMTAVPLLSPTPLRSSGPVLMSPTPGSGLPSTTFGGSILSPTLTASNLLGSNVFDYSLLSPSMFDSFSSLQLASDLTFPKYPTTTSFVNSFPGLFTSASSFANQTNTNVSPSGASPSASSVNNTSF
EBNA-1 inh: blocks EBNA-1 binding to DNA; 0.34% of 300,000 active; inhibition, % at 14.8 µM; EBNA-1 DNA binding, fluorescence polarization; in the data active means inhibition above about 28%
MEX-5 binding: C. elegans MEX-5 TCR-2 RNA binding activity; activity score (negative = inhibition of binding), % at 10 µM; Q9XUB2; 0.38% of 300,000 active; MEX-5/FITC-TCR2 RNA binding, fluorescence polarization; active compounds read low; AID 1832;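 active means inhibition past about -25% in most replicates, and total fluorescence under double the plate's negative control median, limit read from the data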;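 further: 0% = DMSO and -100% = 5 µM competing unlabeled TCR2 RNA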
Target sequence (Q9XUB2 whole entry, looked up): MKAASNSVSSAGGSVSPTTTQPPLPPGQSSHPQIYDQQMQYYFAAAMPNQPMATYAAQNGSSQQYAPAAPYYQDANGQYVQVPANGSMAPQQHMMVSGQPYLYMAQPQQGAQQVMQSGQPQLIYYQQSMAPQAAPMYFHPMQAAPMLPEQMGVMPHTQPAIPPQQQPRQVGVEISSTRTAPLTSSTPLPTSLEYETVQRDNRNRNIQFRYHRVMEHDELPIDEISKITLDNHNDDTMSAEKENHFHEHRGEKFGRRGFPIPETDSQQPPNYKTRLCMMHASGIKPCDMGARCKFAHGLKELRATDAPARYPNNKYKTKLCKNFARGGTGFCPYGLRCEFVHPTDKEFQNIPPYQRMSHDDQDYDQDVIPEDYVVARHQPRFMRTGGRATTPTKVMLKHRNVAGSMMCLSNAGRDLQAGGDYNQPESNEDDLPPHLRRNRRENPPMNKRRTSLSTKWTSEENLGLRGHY
Efflux pump inh: blocks antifungal efflux pumps in multiplex yeast assay. 0.44% of 330,000 active. inhibition, % at 10 µM. S. cerevisiae Candida pump triplex, Nile Red efflux. AID 485275;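 active means plate passing quality check with inhibition over a set limit, or well fluorescence over plate mean plus 4 SD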;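 further: Nile Red retained in pooled yeast measured as flow cytometry median fluorescence; 0% = buffer negative control and 100% = Enniatin B positive control; higher means more Nile Red kept so more efflux inhibition; some compounds called inactive have numbers as strong as hits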
ZTA DNA inh: counter-screen for EBNA-1 inhibitors: inhibitors of Epstein-Barr virus ZTA | P03206 | ZTA-DNA binding, fluorescence polarization | inhibition, % at 11 µM | 0.15% of 320,000 active | AID 2234; in the data active means inhibition above about 33%
CR mimetic SO: lowers age-related superoxide in aged yeast cells | AID 2690 | superoxide response (% of plate mean), % at 10 µM | S. cerevisiae aged cells, superoxide DHE fluorescence; active compounds read low | 0.18% of 330,000 active;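 active means superoxide response under a set limit, about three screen SD below normal, cut at about 65% in these data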;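 further: yeast aged for seven days with compound at 30 °C before DHE staining; 100% = average MFI of all compound-treated wells on the plate with controls excluded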
Fam108B inh: blocks mouse Fam108B hydrolase in RBBP9 counter-screen; recombinant Fam108B, FP-Rh probe fluorescence polarization; inhibition, % at 9.51 µM; 0.33% of 300,000 active; AID 1947;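 active means inhibition above the screen mean inhibition plus 3 SD, computed separately per campaign, cut at about 18% in these data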;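 further: inhibitors lower polarization as less probe binds the enzyme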
BCLXL inh: inhibitors of human Bcl-xL. 0.7% of 320,000 active. Q07817. AID 2129. GST-Bcl-xL / FITC-Bim BH3 peptide fluorescence polarization. inhibition, % at 10.9 µM;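 active means inhibition above the mean of all tested compounds plus 3 SD, cutoff set per campaign, cut at about 30% in these data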;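 further: 0% = DMSO wells and 100% = unlabeled Bim-BH3 peptide competitor; inhibitors lower millipolarization by displacing the labeled peptide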
MCL1-BIM inh: MCL1-BIM-BH3 interaction inhibition (human). Q07820. GST-MCL1 / FITC-Bim-BH3 fluorescence polarization. inhibition, % at 10.9 µM. 0.68% of 320,000 active;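 active means inhibition above the mean inhibition of all tested compounds plus 3 SD, set per campaign, cut at about 40% in these data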;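 further: 0% = DMSO wells and 100% = unlabeled Bim-BH3 peptide control; higher means more loss of mP so more displacement of Bim peptide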
* = called active by the depositor; x = not tested or not shown.

SMILES | GLD-1 TGE inh | EBNA-1 inh | MEX-5 binding | Efflux pump inh | ZTA DNA inh | CR mimetic SO | Fam108B inh | BCLXL inh | MCL1-BIM inh
O=C(COc1ccc(S(=O)(=O)N2CCCCC2)cc1Cl)N1CCCC1 | -10 | -5 | 1.6 | 0.1 | 3 | 88 | 1 | -3 | -3
CCN(CC)C(=O)Cn1cc(C(=O)C(=O)NCCCN2CCCCC2)c2ccccc21 | -1 | -1 | 1.3 | 0.2 | -14 | 106 | -3 | 7 | 24
COc1ccc(S(=O)(=O)N(C(C)=O)c2ccc(OC(C)=O)c3ccccc23)cc1[N+](=O)[O-] | 2 | -4 | 1.7 | -0.1 | 7 | 98 | -3 | 4 | 6
O=C1Nc2ccccc2C1c1ncc(C(F)(F)F)cc1Cl (centres undefined) | -6 | -8 | 0.8 | 0.1 | -8 | 120 | -7 | 4 | 2
CCOC(=O)c1c(S(=O)(=O)NCC(=O)Nc2ccc(F)cc2F)c(C)n(C)c1C | 7 | -18 | 4.9 | 0.0 | -3 | 88 | -1 | 1 | -5
Cc1occc1-c1nnc(SCC(=O)NC2CCCCC2)o1 | -2 | x | x | -0.1 | 9 | 113 | x | -3 | 0
Cc1ccc2nc(SCC(=O)Nc3cc(C(F)(F)F)ccc3N3CCOCC3)[nH]c2c1 | 2 | 2 | 0.3 | -0.1 | 14 | 104 | -3 | -3 | -2
O=C(Cn1nnc(-c2ccccc2-n2cnnn2)n1)NCc1ccccc1 | 6 | -2 | -0.3 | 0.0 | 2 | 99 | -4 | 2 | 7
CCCc1cc(=O)oc2c(C)c(OC(C)C(=O)NCc3ccccn3)ccc12 (centres undefined) | 0 | 1 | 0.3 | -0.2 | -1 | 95 | 0 | 3 | 3
COCCNC(=O)c1snc2ccc(Cl)cc12 | 8 | -3 | 2.5 | 0.0 | 1 | 86 | 11 | -4 | 0
Cc1cc2oc(=O)cc(CN3CCC(C)CC3)c2cc1Cl | -1 | 7 | -0.3 | -0.1 | -20 | 92 | 0 | 1 | -1
Cc1cc(Cl)ccc1OCCCC(=O)N1CCN(C(=O)c2ccco2)CC1 | 7 | -5 | 0.4 | -0.1 | -7 | 98 | 1 | 6 | 10
CCCCn1c(N)c(N(CC(C)C)C(=O)c2cc(-c3ccco3)nc3ccccc23)c(=O)[nH]c1=O | 2 | 3 | -0.2 | -0.1 | -12 | 97 | 2 | 1 | 7
Cc1cc(C(=O)OCC(=O)c2ccccc2)c2ccccc2n1 | 4 | -3 | 0.7 | 0.0 | 5 | 106 | -4 | 4 | 7
COc1ccc2cc(CN(CC3CCCO3)C(=O)Nc3ccccc3OC)c(=O)[nH]c2c1 (centres undefined) | -1 | 2 | -1.8 | 0.1 | 9 | 110 | 1 | 5 | -3
CC(C)(C)c1ccc(C(CC(=O)O)NC(=O)Cc2ccccc2)cc1 (centres undefined) | 3 | 14 | -3.1 | -0.1 | 2 | 98 | 1 | 1 | -6
COc1ccc(-c2noc(CCC(=O)NCC3CCN(Cc4cccc(C)c4)CC3)n2)cc1 | -3 | -1 | -0.2 | 0.0 | 5 | 98 | 4 | 2 | -3
CC(=O)c1cccc(NS(=O)(=O)c2ccc(NC(=O)N3CCCCC3)cc2)c1 | 3 | 6 | -0.2 | 0.0 | -2 | 118 | 1 | 4 | 0
Cc1ccc2c(CN3C(=O)NC(C)(c4ccc5c(c4)OCO5)C3=O)cc(=O)oc2c1 (centres undefined) | 0 | -5 | 1.6 | 0.3 | -4 | 115 | -4 | -7 | 1
CCOC(=O)N1CCN(C(=O)C(C)N(c2ccccc2)S(C)(=O)=O)CC1 (centres undefined) | 2 | 0 | 1.5 | 0.0 | -2 | 100 | 1 | 3 | -9
Cc1cc(N2CCOCC2)ccc1/C=C\[N+](=O)[O-] | -18 | 16 | 3.5 | -0.7 | -3 | 98 | -2 | -67 | -185
Cc1nc(CN(C)Cc2nc(Cc3cccc(F)c3)no2)cs1 | -4 | 2 | -0.5 | 0.0 | -4 | 94 | -3 | -1 | 3
O=C1/C(=C/c2ccccn2)SC(=S)N1c1ccc(O)cc1 | 2 | 4 | -0.5 | -0.1 | 5 | 101 | -2 | 1 | -3
O=CNc1ccc(OC(=O)c2cncc(Br)c2)cc1 | 0 | 7 | -1.6 | 0.0 | -4 | 88 | -2 | 3 | -6
COc1ccc(CNS(=O)(=O)c2ccc3c(c2)C(C)(C)C(=O)N3C)cc1 | 1 | -1 | 0.5 | 0.6 | 3 | 104 | 0 | -1 | 8
Cc1ccc(-c2c(C#N)c(N)nc3c2CCCCC3)cc1 | 3 | 4 | 3.3 | 0.0 | -11 | 95 | 1 | 0 | 0
COc1cccc(NC(=S)N2CCN(C/C=C/c3ccccc3)CC2)c1 | -2 | 14 | -1.7 | 0.0 | -3 | 93 | 0 | 3 | 5
O=C(CCN1C(=O)C2C3C=CC(C3)C2C1=O)NCCN1CCCc2ccccc21 (centres undefined) | 14 | 7 | 0.4 | -0.1 | -6 | 104 | -1 | 34* | 31
C/C(=N\NC(=O)c1ccc(Cl)cc1)c1ccc(N2CCOCC2)cc1 | 6 | 2 | -1.1 | -0.1 | -6 | 85 | 5 | 6 | 8
O=C(COC(=O)C1C2CC3OC(=O)C1C3C2)Nc1cccc(Cl)c1 (centres undefined) | 3 | 0 | 0.9 | 0.1 | -5 | 85 | -4 | -3 | -2
CC(C)c1ccc(NC(=O)[C@@H](NC(=O)N2CC(=O)Nc3ccccc32)C(C)C)cc1 | 10 | -1 | 0.3 | -0.2 | 1 | 91 | -3 | 4 | -6
O=C(CCNC(=O)Cn1ccc2ccccc2c1=O)NCCCN1CCOCC1 | -3 | -1 | 2.5 | 0.0 | 2 | 106 | -4 | 2 | 6
O=C(CCc1nc(-c2ccccc2)no1)NC1CCCCCC1 | -6 | x | x | 0.0 | 9 | 108 | x | 0 | -4
Cc1ccc(S(=O)(=O)N(C)C)cc1NC(=S)N1CCN(Cc2ccc3c(c2)OCO3)CC1 | 3 | -5 | -0.2 | -0.1 | -10 | 117 | 5 | 5 | 8
Nc1ncnc(Nc2ccccc2C(F)(F)F)n1 | 4 | -14 | x | -0.2 | -10 | 94 | 1 | 0 | 3
CCOC(=O)Cc1csc(NC(=O)CN2CCN(c3ccccc3)CC2)n1 | -3 | 7 | 0.4 | 0.0 | -8 | 96 | -3 | 4 | -6

Shown as a hit in BCLXL inh (from the list above):
mol	GLD-1 TGE inh	EBNA-1 inh	MEX-5 binding	Efflux pump inh	BCLXL inh	MCL1-BIM inh
O=C(CCN1C(=O)C2C3C=CC(C3)C2C1=O)NCCN1CCCc2ccccc21 (centres undefined)	14	7	0.4	-0.1	34*	31

Later entries
SMILES | GLD-1 TGE inh | EBNA-1 inh | MEX-5 binding | Efflux pump inh | ZTA DNA inh | CR mimetic SO | Fam108B inh | BCLXL inh | MCL1-BIM inh
Cc1cc(CN(C)C(=O)c2ccc(OC3CCN(CCc4ccccc4)CC3)cc2)on1 | -7 | 1 | 0.4 | 0.0 | 14 | 90 | -2 | 3 | 5
CCOC(=O)N1CCN(C(=S)Nc2cc(OC)c(OC)cc2C(=O)OC)CC1 | -8 | 2 | 0.8 | -0.1 | 3 | 96 | 7 | -2 | 8
CC12CC(c3ccccc3O1)C(C(=O)NCc1ccccc1)C(=O)N2 (centres undefined) | -3 | 4 | -4.9 | 0.0 | 9 | 88 | -1 | 6 | 0
Cc1ccccc1OCc1nnc(SCc2cc(=O)[nH]c3ccccc23)o1 | 6 | 21 | -4.8 | 0.0 | 8 | 102 | -2 | -3 | -4
CC(=O)c1c(C)n(C)c2ccc(OC(=O)c3ccc([N+](=O)[O-])cc3)cc12 | 2 | -13 | -1.6 | 0.3 | 5 | 85 | 0 | 1 | -23
N#Cc1ccc(OCc2nnc(SCC(=O)N3CCCc4ccccc43)n2-c2ccccc2)cc1 | 4 | 13 | 0.7 | 0.0 | 11 | 99 | 2 | 6 | 8
CCOC(=O)c1cc2c(=O)n3ccccc3nc2n(CCOC)c1=NC(=O)c1ccncc1 | 3 | -1 | -0.5 | -0.2 | -32 | 96 | -2 | 6 | 4
COc1ccc(C2(C(=O)Nc3cc(C)on3)CCOCC2)cc1 | 1 | -7 | -1.6 | 0.0 | 6 | 95 | 0 | 3 | 0
O=C(Nc1ccc(S(=O)(=O)NCc2ccco2)cc1)c1ccc2ccccc2n1 | -10 | 8 | -4.3 | 0.0 | -11 | 101 | -33 | 3 | 3
O=C(O)CCC(=O)N1N=C(c2ccc(Br)cc2)CC1c1ccc(Br)cc1 (centres undefined) | 2 | -12 | 1.5 | -0.1 | 2 | 110 | 2 | 8 | 8
O=C(CSc1nnc(Cc2cccs2)n1-c1ccccc1)NCc1ccc2c(c1)OCO2 | -1 | 11 | -0.8 | 0.0 | -9 | 90 | 3 | 0 | 3
COc1cc2c(cc1O)[C@H](Cc1ccc(Oc3cc(C[C@@H]4NCCc5cc(OC)c(O)cc54)ccc3O)cc1)NCC2 | -11 | -2 | -7.4 | 0.1 | -17 | 122 | -2 | 10 | -9
Cc1nc(NCCc2ccc(F)cc2)c2nnn(Cc3ccccc3)c2n1 | 5 | -7 | 0.3 | 0.1 | 9 | 103 | 2 | 2 | -4
Cc1ccc(CCNC(=O)C2CCN(S(=O)(=O)c3ccc4nc5c(c(C(=O)O)c4c3)CCCC5)CC2)cc1 | -1 | -10 | 0.5 | 0.0 | -3 | 104 | -3 | 7 | 8
CCOc1ccc2oc(C(=O)OCC(=O)NC3CC3)c(C)c2c1 | -3 | 4 | -4.6 | -0.2 | 8 | 96 | 1 | -3 | 0
O=C(CSc1nc2ccccc2o1)Nc1ccc(N2CCOCC2)c(Cl)c1 | -8 | -13 | -0.5 | 0.2 | -7 | 105 | -2 | -5 | -1
O=[N+]([O-])c1ccc(N2CCN(c3ccccc3Cl)CC2)cn1 | 19 | -7 | 1.7 | -0.1 | -11 | 92 | -1 | 3 | 2
COC(=O)CC1(c2cccc3ccccc23)C(=O)c2ccccc2C1=O | -3 | -10 | -3.0 | 0.2 | -9 | 110 | 0 | -1 | -16
CCOc1ccc(S(=O)(=O)N2CCN(Cc3ccc4c(c3)OCO4)CC2)cc1Cl | 0 | -14 | 0.8 | 0.0 | 2 | 108 | -5 | -2 | 1
CNS(=O)(=O)c1cn(CC(=O)N(C)Cc2ccccc2)cc1S(=O)(=O)NC | -3 | -7 | -0.7 | 0.0 | -2 | 96 | -2 | -2 | -2
COc1ccc(S(=O)(=O)N2CCCCC2)cc1NC(=O)c1ccc(C)cc1 | 3 | x | x | -0.1 | -2 | 106 | x | 2 | -1
COc1cccc(CC(=O)OCc2csc(CC(=O)Nc3ccccc3C)n2)c1 | -3 | x | x | -0.1 | -9 | 94 | x | -3 | -9
COc1ccc(OC)c(NC(=O)CSc2n[nH]c(-c3cccnc3)n2)c1 | 5 | 5 | -0.5 | 0.0 | 8 | 101 | 1 | 1 | 0

Compounds shown so far containing bromine, in the order listed:
SMILES | GLD-1 TGE inh | EBNA-1 inh | MEX-5 binding | Efflux pump inh | ZTA DNA inh | CR mimetic SO | Fam108B inh | BCLXL inh | MCL1-BIM inh
O=CNc1ccc(OC(=O)c2cncc(Br)c2)cc1 | 0 | 7 | -1.6 | 0.0 | -4 | 88 | -2 | 3 | -6
O=C(O)CCC(=O)N1N=C(c2ccc(Br)cc2)CC1c1ccc(Br)cc1 (centres undefined) | 2 | -12 | 1.5 | -0.1 | 2 | 110 | 2 | 8 | 8

Screening results: PubChem, several laboratories
